GalR3 antag: human GalR3 antagonism; 360,000 compounds, 0.44% hits; HEK293 GalR3-CNG cAMP membrane potential fluorescence; galR3 body fused to GalR1 C-terminus; inhibition, % at 3 µM; O60755;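 active means inhibition above the screen-wide average plus 3 SD, cut at about 13% in these data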;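 further: forskolin and galanin both at EC90 stimulate the cells; cAMP rise reported by CNG channel membrane potential dye signal; 0% = forskolin plus galanin with DMSO and 100% = forskolin alone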
Target sequence (O60755 1-299 limits assumed): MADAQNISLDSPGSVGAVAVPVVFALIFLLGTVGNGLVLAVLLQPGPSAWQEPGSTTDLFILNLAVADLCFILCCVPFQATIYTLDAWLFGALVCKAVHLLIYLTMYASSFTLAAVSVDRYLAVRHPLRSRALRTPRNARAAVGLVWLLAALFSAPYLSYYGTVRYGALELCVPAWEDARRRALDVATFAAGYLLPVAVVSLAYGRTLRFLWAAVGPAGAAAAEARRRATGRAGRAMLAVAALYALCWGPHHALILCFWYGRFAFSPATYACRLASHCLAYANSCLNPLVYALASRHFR
V1R ag counter: counter-screen for oxytocin receptor agonists: human V1a receptor agonists; P37288; CHO-V1R cells, Fluo-8 calcium fluorescence, agonist mode; 0% DMSO, 100% 3 nM vasopressin; activation, % at 3 µM; 320,000 compounds, 0.25% hits; AID 2797;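 active means activation above the mean activation of all tested compounds plus 3 SD, per screening run, cut at about 20% in these data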;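 further: signal is peak over basal fluorescence ratio across a 100 second FLIPR read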
NALP1 inh: blocks the NALP1 inflammasome reconstituted in yeast; 280,000 compounds, 0.61% hits; S. cerevisiae NALP1/ASC/caspase-1 growth, X-gal OD620, 72 h; inhibition, % at 10 µM; AID 2071; in the data active means inhibition mostly above about 24%, no sharp cut-off; inactive means mostly below about 32%; further: some compounds called inactive have numbers as strong as hits
GPR7 antagonist: human neuropeptides B/W receptor 1 antagonism. GPR7-expressing cells, fluorescence antagonist assay. AID 1861. P48145. 290,000 compounds, 1.1% hits. inhibition, % at 4.4 µM; in the data active means inhibition above about 16%, passing the limit was not always enough;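 further: cells stimulated with the agonist NPW; 0% = agonist with vehicle and 100% = vehicle without agonist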
PHOSPHO1 inh: blocks human PHOSPHO1 phosphatase activity; recombinant PHOSPHO1, absorbance phosphatase assay; inhibition, % at 13.3 µM; 290,000 compounds, 1.1% hits; AID 1565; in the data active means inhibition above about 60%
Target sequence (Q8TCT1 whole entry, looked up): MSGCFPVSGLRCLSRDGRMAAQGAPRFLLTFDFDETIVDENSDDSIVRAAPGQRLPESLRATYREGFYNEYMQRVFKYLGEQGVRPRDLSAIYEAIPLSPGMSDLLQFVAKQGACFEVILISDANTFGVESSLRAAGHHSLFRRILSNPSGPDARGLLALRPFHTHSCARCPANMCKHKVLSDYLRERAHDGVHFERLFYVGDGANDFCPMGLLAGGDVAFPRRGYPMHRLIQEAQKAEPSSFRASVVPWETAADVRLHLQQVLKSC
MEKK3 PB1 HTS: modulators (inhibitors or enhancers) of MEK5 binding to human MEKK3 PB1 domain; Q99759; bead-based flow cytometry, Alexa488-MEK5 binding to MEKK3; actives lie on both sides; 0 = blocked by unlabeled MEK5, 100 = vehicle; binding response (% of control), % at 10 µM; 290,000 compounds, 1.4% hits;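 active means binding response more than 3 SD above or below the average of its plate-row segment, actives on both sides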;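 further: Alexa488 bead fluorescence after subtracting the streptavidin-only scavenger bead signal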
MEKK2wt PB1 HTS: raises or lowers MEK5 binding to wildtype human MEKK2 PB1 domain | Q9Y2U5 | 290,000 compounds, 1.1% hits | binding response (% of control), % at 10 µM | bead flow cytometry, Alexa488-MEK5 binding to MEKK2 WT; actives lie on both sides | AID 1531; in the data active means binding response below about 67% or above about 130%
OXTR agonist: human OXTR agonism; 320,000 compounds, 0.32% hits; CHO-OTR cells, Fluo-8 calcium fluorescence; normalized: DMSO 0%, oxytocin 100%; AID 2435; P30559; activation, % at 3 µM;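 active means activation above the mean of all tested compounds plus 3 SD, cutoff set per screening run, cut at about 20% in these data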;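 further: peak over basal fluorescence ratio from a 100 s FLIPR kinetic read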
Target sequence (P30559 whole entry, looked up): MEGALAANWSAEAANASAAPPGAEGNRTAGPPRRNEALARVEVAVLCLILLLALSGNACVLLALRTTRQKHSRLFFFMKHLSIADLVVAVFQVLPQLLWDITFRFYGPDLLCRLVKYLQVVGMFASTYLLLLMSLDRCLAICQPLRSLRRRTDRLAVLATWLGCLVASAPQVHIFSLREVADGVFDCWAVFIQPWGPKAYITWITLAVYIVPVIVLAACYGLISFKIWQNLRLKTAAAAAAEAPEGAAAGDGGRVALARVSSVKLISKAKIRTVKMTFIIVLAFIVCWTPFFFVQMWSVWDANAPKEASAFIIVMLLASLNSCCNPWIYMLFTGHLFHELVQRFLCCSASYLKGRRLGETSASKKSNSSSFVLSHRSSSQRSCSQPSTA
MEKK2 mut-MEK5: signal of MEK5 binding to mutant human MEKK2 PB1 domain | AID 1530 | percent response, % at 10 µM | bead flow cytometry, Alexa488-MEK5 binding to MEKK2 mutant | 290,000 compounds, 0.35% hits; in the data active means percent response above about 24%, passing the limit was not always enough; further: inactives centre near 1; some results filed as inactive read as strong as hits; reference of the scale not given here
* marks the source's active call; other numbers are inactive results; . = not tested or not shown; [ ] = remark or other dose.

SMILES	GalR3 antag	V1R ag counter	NALP1 inh	GPR7 antagonist	PHOSPHO1 inh	MEKK3 PB1 HTS	MEKK2wt PB1 HTS	OXTR agonist	MEKK2 mut-MEK5
COc1ccc(/C=N/NC(=O)C(=O)NCC2CCCO2)cc1 (configuration not stated)	-4	0.5	22	-4	-2	110	106	-2.7	0
CC(C)Cn1c(N)c(C(=O)COC(=O)c2cccnc2Cl)c(=O)n(C)c1=O	-3	5.8	-1	1	6	93	95	6.3	-3
CCOC(=O)C1(Cc2ccccc2C)CCCN(Cc2cc(OC)c(O)c(OC)c2)C1 (configuration not stated)	-1	0.0	-6	-7	28	95	97	-0.8	-10
COc1cccc(N2CCN(c3ccc4nnc(CCC(=O)Nc5ccccc5OC)n4n3)CC2)c1	-7	4.7	11	1	7	99	100	2.8	0
O=C(NNS(=O)(=O)c1ccccc1)c1csc(-c2cccnc2)n1	6	0.6	4	-20	-10	99	104	0.5	0
Cc1nc2c(C)cccn2c1/C(O)=C1\C(=O)C(=O)N(CCN2CCOCC2)C1c1ccncc1 (configuration not stated)	-4	1.2	0	-10	33	86	89	0.7	-5
S=c1[nH]nc(-c2ccncc2)n1CC1CCCO1 (configuration not stated)	-2	-0.1	4	-11	30	107	102	0.8	2
Cc1cc(C)nc(/N=C(/NC(=O)Nc2cccc(Cl)c2)Nc2ccccc2)n1	-2	0.0	4	1	4	105	106	-0.3	2
COc1cccc(/C=C/C(=O)c2ccc(NC3=NCCCS3)cc2)c1	-4	3.0	-11	9	-90	105	109	0.7	-1
CC(C)C(=O)N1CCN(c2ccc(NC(=O)c3ccc4c(c3)OCCO4)cc2)CC1	-2	2.2	6	7	23	98	92	1.3	-10
COc1ccc(/C=N/NC(=O)C(=O)N2CCCCCC2)cc1[N+](=O)[O-]	17*	7.5	-4	-9	36	99	98	1.7	1
Cc1ccc(-c2nc3ccccc3c(=O)n2NC(=O)c2cccs2)cc1	-3	0.0	-3	-6	17	129*	104	0.4	1
C=CCC1Cc2c(cccc2[N+](=O)[O-])C(CC=C)N1 (configuration not stated)	3	0.2	-3	-2	24	97	93	-2.0	-6
COc1ccc(Cc2nc(-c3ccc(Br)o3)no2)cc1OC	-2	1.3	0	-3	-2	104	101	4.0	8
CCN1CCN(c2cc(C)c3cc(NC(=O)CCC(=O)N4CCN(c5ccccc5)CC4)ccc3n2)CC1	-7	-0.2	-5	-2	22	105	111	0.5	9
COc1ccccc1OCCC(=O)OCC(=O)c1c(N)n(C)c(=O)n(C)c1=O	8	0.9	0	-12	41	105	99	2.0	-5
Cc1cccc(C(=O)NC2CC(C)(C)NC(C)(C)C2)c1	-2	0.6	10	2	7	101	102	0.5	3
CCCOc1ccc(N2C(=O)CC(N(CCc3ccc(OC)cc3)C(=O)c3cccc(F)c3)C2=O)cc1 (configuration not stated)	0	0.9	.	-12	5	101	96	-1.0	-1
NNC(=O)CN1C(c2ccccc2Br)=Nc2ccc(Br)cc2C1c1ccccc1 (configuration not stated)	-11	1.5	18	-8	-16	99	98	2.9	-1
O=C(O)c1ccccc1C(=O)NNc1ccc(Cl)cc1	-5	1.1	19	-7	7	100	106	-1.1	0

An excerpt from above, limited to OXTR agonist, PHOSPHO1 inh and NALP1 inh.
Structure	OXTR agonist	PHOSPHO1 inh	NALP1 inh
Cc1cc(C)nc(/N=C(/NC(=O)Nc2cccc(Cl)c2)Nc2ccccc2)n1	-0.3	4	4
COc1cccc(/C=C/C(=O)c2ccc(NC3=NCCCS3)cc2)c1	0.7	-90	-11

Further records
SMILES	GalR3 antag	V1R ag counter	NALP1 inh	GPR7 antagonist	PHOSPHO1 inh	MEKK3 PB1 HTS	MEKK2wt PB1 HTS	OXTR agonist	MEKK2 mut-MEK5
CN1CCC(=NNC(=O)C(=O)Nc2ccc(F)cc2)CC1	-5	1.2	26	-5	9	106	102	-0.3	4
COC(=O)c1ccccc1Sc1c(/C=N/OCc2ccc(Cl)cc2)c(C(F)(F)F)nn1C	0	1.0	38	-15	16	96	99	0.3	-4
CC(=O)Nc1sc(C)c(C)c1C(=O)Nc1ccc(C)cc1	3	-1.4	9	-11	-36	106	106	-2.2	6
Cn1nccc1C(=O)NC(=S)Nc1cc(Cl)cc(Cl)c1	-6	-0.1	1	-13	32	100	98	-1.2	-5
C/C(=N\NC1=NCCN1)c1ccc(N)c([N+](=O)[O-])c1	1	-0.1	8	2	8	46*[inhibitor]	59	0.9	-31
COc1ccc(CCNC(=O)C(NS(=O)(=O)c2cccc3nsnc23)C(C)C)cc1OC (configuration not stated)	-1	-0.2	1	-8	24	96	98	0.0	0
CC(c1ccco1)N(C(=O)Nc1ccc(Cl)cc1)c1ccccn1 (configuration not stated)	2	2.3	21	-9	-5	99	101	-0.2	11
COc1ccc(N(CC(=O)N/N=C/c2ccco2)S(=O)(=O)c2ccccc2)cc1	2	-0.3	23	-2	-10	99	96	-0.5	2
CC(=O)N1c2c(cc(Br)cc2S(=O)(=O)NCc2cccnc2)CC1C (configuration not stated)	-2	-0.4	7	0	-26	116	121	-0.8	7
COCCNC(=S)Nc1ccc(S(=O)(=O)Nc2cnc3ccccc3n2)cc1	-5	-0.4	1	6	13	96	94	-0.1	-7
CC(C)Oc1cccc(C(=O)Nc2ccccc2N2CCOCC2)c1	-6	-1.6	-4	-17	-27	96	96	-1.4	3
CSc1nc2ccsc2c(=O)n1-c1cccnc1	-6	0.9	18	9	-20	97	96	0.2	-6
COc1ccc(OC)c(/C=N/NC(=O)CCCC(=O)Nc2cccc(Br)c2)c1	-7	-0.4	33	10	29	98	104	-0.4	3
CCOC(=O)N1CCC(N(CCN(C)C)C(=S)Nc2ccccc2OC)CC1	-1	0.3	-15	-20	-10	97	101	0.1	-4
COc1ccc(S(=O)(=O)NC2CCCC2)cc1Cl	1	2.6	-1	-7	37	108	111	-0.6	15
CCCCOc1ccc(-c2nnn(C(C)C(=O)OCC)n2)cc1 (configuration not stated)	-7	0.1	6	8	-34	103	102	-0.9	1
CC(=O)c1c(NC(=O)c2ccccc2)[nH]c(-c2ccccc2)nc1=S	1	-0.6	-7	-10	-15	98	100	0.3	-3
CC(C)C(=O)N/N=C/c1ccc(OCc2ccccc2)cc1	-1	1.9	1	6	-1	.	.	5.2	.
CC(=O)N=C1SC2CS(=O)(=O)CC2N1c1cccc(Cl)c1Cl (configuration not stated)	-4	1.2	-8	-12	-8	99	98	-0.2	-4
O=C(CCCN1C(=O)c2ccccc2C1=O)Nc1cccc(S(=O)(=O)NC2=NCCC2)c1	-4	0.0	3	-3	32	97	90	-0.8	-7
COC(=O)c1ccc(NC(=O)C(=O)N2CCN(C(=S)Nc3cccc(C)c3C)CC2)cc1	2	3.1	13	2	-9	92	87	1.9	-1
Cc1ccc(C(C(=O)NC2CCCC2)N(CCCO)C(=O)Cn2nnc(-c3ccc(C)o3)n2)cc1 (configuration not stated)	7	1.4	1	-23	36	100	100	0.4	2
CCO/N=C(\N)c1[nH]ncc1Br	-5	0.2	24	-9	-6	99	101	0.4	0
C=COC(=O)c1sc2nc(C)cc(C)c2c1N	-2	-0.6	-3	-12	16	103	105	-2.8	2
COc1ccc(CN2CCN(C(=O)c3cc(OC)c(OC)c(OC)c3)CC2)cc1OC	.	0.9	5	-1	-10	100	101	0.3	3
O=C(NNC(=S)NCc1ccccc1)c1ccccc1OC(F)F	-2	2.8	7	-6	16	105	105	0.9	0
Cc1cccc(C(=O)N2CCN(c3ccccn3)CC2)c1	-6	0.9	-2	-15	1	96	94	-0.2	2
CCCCc1c(O)nc(SCC(=O)Nc2cccc3ccccc23)n(-c2ccccc2OC)c1=O	-8	2.1	7	-3	2	100	101	-0.9	-1
Cc1cccc(NC(=O)C2CCN(S(=O)(=O)c3cccs3)CC2)c1	-3	4.6	3	6	-78	.	.	2.7	.
O=C(CSc1nnc(SCc2ccccc2Cl)s1)N/N=C/c1c[nH]c2ccccc12	-4	0.1	19	-6	1	100	97	-0.6	-1
Cc1cc(C)c2[nH]c(=O)c(CN(CC3CCCO3)C(=S)Nc3ccccc3)cc2c1 (configuration not stated)	-10	-0.3	10	0	-22	124	103	-1.1	0
O=C(COC(=O)c1ccccc1NC(=O)c1ccccc1)c1cccc([N+](=O)[O-])c1	-2	-0.5	24	-11	-7	102	99	-0.7	2
CC(=O)Nc1ccc(C23CC4CC(CC(C4)C2)C3)cc1	-9	1.1	7	-28	-12	101	101	-0.9	-1
CN(C)S(=O)(=O)c1ccc(S(=O)(=O)NCc2ccc3c(c2)OCO3)cc1	-6	2.5	9	-4	25	101	101	2.4	8
CCCNC(=O)/C=C/c1ccc(S(=O)(=O)Nc2ccccc2OC)cc1	-6	4.3	15	-11	-14	104	99	2.1	0
CN(C)c1ccc(C(=O)OCC(=O)Nc2ccc(S(N)(=O)=O)cc2)cc1	-5	-0.1	11	6	43	98	96	1.5	-1
COc1ccc(NC(=O)CNS(=O)(=O)c2ccc(Cl)cc2)cc1OC	-9	1.1	28	-13	-6	99	98	-0.2	-2
CCCC(O)(c1ccc(Br)cc1)C(CN1CCOCC1)c1ccc(Cl)cc1 (configuration not stated)	-9	0.6	2	15	37	105	103	-2.0	11
CCOC(=O)CSc1nc(=O)n2ccccc2n1	-2	0.0	13	-6	-4	99	95	1.2	-5
CCN1C(=O)c2cccc3c(N)ccc(c23)C1=O	-11	104*	13	16	9	100	98	77*	-1
O=C(NCc1ccccn1)c1cc2n(n1)C(C(F)(F)F)CC(c1ccco1)N2 (configuration not stated)	-1	0.0	10	-6	1	114	113	1.2	15
CCOc1ccc(NC(=O)CSc2nc3ccccc3c(=O)n2Cc2cccs2)cc1	-10	-0.6	9	2	-9	100	97	-1.4	-2
COc1ccc(N=CC2=C(O)c3ccccc3C2=O)cc1	0	1.8	18	-5	8	103	104	-0.5	1
COc1ccc(CNC(=O)NCc2ccc(OC)c(OC)c2)cc1OC	-2	-0.5	-20	1	-4	105	109	0.5	3
O=C(c1ccc(N2CCOCC2)c([N+](=O)[O-])c1)N1CCN(Cc2ccccc2)CC1	-6	2.1	16	-8	32	103	104	1.4	0
Cc1ccc(C(=O)NCC(=O)NCCc2ccc(S(N)(=O)=O)cc2)s1	-3	1.0	26	6	15	34*[inhibitor]	38*[inhibitor]	0.1	-31
CC(C)CC1=NN(C(=O)c2ccco2)C(O)(C(F)(F)F)C1 (configuration not stated)	-4	1.5	-16	-5	40	92	89	-1.4	-5
CCC(=O)Nc1ccc(-c2nnc(SCc3ccc(C(=O)Nc4nccs4)cc3)n2CC)cc1	0	-0.4	1	11	10	100	103	0.9	1
CC(C)(C)NC(=O)C(c1ccccc1)N(Cc1ccco1)C(=O)c1csnn1 (configuration not stated)	-3	-0.4	13	5	11	105	110	-1.7	3
CN(C)C(CNC(=O)c1cccc(S(=O)(=O)N(C)C)c1)c1ccccc1 (configuration not stated)	-1	1.2	28	0	12	115	114	-0.3	7

Single records, as listed above. Order of screens: GalR3 antag | V1R ag counter | NALP1 inh | GPR7 antagonist | PHOSPHO1 inh | MEKK3 PB1 HTS | MEKK2wt PB1 HTS | OXTR agonist | MEKK2 mut-MEK5
COc1ccc(CCNC(=O)C(NS(=O)(=O)c2cccc3nsnc23)C(C)C)cc1OC (configuration not stated) as listed: -1 | -0.2 | 1 | -8 | 24 | 96 | 98 | 0.0 | 0
CC(c1ccco1)N(C(=O)Nc1ccc(Cl)cc1)c1ccccn1 (configuration not stated) as listed: 2 | 2.3 | 21 | -9 | -5 | 99 | 101 | -0.2 | 11
